Assay outcomes (PubChem)
GPT2 inh: blocks human glutamate pyruvate transaminase 2 | Potency, µM (highest dose often 57.7 µM), for inactives: at the top dose activity change, negative = inhibition, usual class: inhibitors | Recombinant GPT2, coupled pyruvate oxidase/HRP Amplex Red fluorescence | Q8TD30 | 100,000 compounds, 0.25% hits; note: potency is the fitted concentration of half-maximal effect; nearly all actives have a fitted effect of over 60% in size; many of its hits are not listed in these tables
Target sequence (Q8TD30 whole entry, looked up): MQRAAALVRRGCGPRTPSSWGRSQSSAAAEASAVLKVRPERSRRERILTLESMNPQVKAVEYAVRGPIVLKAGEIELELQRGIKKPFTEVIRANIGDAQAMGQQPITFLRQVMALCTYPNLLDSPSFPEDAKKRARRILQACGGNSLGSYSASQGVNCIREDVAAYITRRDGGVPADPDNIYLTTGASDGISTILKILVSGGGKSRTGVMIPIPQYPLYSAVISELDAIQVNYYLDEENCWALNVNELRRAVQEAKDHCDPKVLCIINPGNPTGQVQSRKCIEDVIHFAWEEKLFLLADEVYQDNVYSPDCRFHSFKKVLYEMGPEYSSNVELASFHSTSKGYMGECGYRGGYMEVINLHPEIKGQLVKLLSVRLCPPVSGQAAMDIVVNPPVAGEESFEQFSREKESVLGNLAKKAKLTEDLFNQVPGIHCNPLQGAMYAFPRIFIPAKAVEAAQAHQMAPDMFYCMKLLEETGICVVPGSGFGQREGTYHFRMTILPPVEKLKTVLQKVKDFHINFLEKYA
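Fluorescence of coupled pyruvate oxidase/HRP/Amplex Red system (50uM Amplex, 30 min, dark) reports pyruvate formed by GPT2. Enzyme reaction: 10ng/uL GPT2, 2mM L-alanine, 250uM a-KG, 30 min room temperature, pH 7.5; 50uM AOA control.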
HEK cytotox: kills HEK 293 cells. 94,000 compounds, 6.6% hits. Potency, µM (highest dose often 115 µM), without a hit: top-dose activity change, negative = cytotoxicity, usual class: inhibitors. HEK 293 viability, ATP luminescence (CellTiter-Glo), 48-72 h. AID 1345083; note: potency is the fitted concentration of half-maximal effect; nearly all actives have a fitted effect of over 60% in size
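HEK 293 seeded at 250 cells/well receive compound via pintool. After 48 or 72 hr at 37 degree Celsius, 5% CO2 and 95% humidity, CellTiter-Glo is dispensed and luminescence read following 10 min at room temperature.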
SNCA viab count: cell viability loss counter-screen; Potency, µM (doses to about 57.1 µM), for inactives: at the highest dose activity change, negative = cytotoxicity, hits mostly cytotoxic; HEK-293-SNCA-luc viability, GF-AFC fluorescence, 24 h; 150,000 compounds, 0.12% hits;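 note: potency is the fitted concentration of half-maximal effect; 0% = DMSO-treated cells and -100% = medium-only wells without cells; nearly all actives have a fitted effect of over 30% in size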
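Cytotoxicity counterscreen: after 24 h compound treatment of genome-edited SNCA-luciferase HEK-293 cells, live-cell protease substrate GF-AFC read by fluorescence after 30 min; activity scaled between DMSO (0%) and medium-only (-100%), curves Hill-fitted.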
IP6K1 inh: inhibitors of human IP6K1; Q92551; IP6K1 kinase, ADP-Glo luminescence, 2 h; active compounds read low; activity change, % (series mostly up to about 58 µM); 140,000 compounds, 0.81% hits; AID 1645851; in the data active = activity change below about -25%
Target sequence (Q92551 whole entry, looked up): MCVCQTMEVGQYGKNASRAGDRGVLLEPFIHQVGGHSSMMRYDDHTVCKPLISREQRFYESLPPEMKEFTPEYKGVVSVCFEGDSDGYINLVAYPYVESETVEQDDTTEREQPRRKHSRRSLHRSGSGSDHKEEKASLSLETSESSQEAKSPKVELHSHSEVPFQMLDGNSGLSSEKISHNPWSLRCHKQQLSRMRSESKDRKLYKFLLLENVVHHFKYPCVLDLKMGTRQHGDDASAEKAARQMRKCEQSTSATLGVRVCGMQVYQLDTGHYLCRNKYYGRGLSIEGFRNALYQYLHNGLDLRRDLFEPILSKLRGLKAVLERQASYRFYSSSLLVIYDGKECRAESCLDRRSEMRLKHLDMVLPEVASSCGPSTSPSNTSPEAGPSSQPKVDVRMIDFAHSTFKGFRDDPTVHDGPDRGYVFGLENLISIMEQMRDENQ
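ADP-Glo luminescence measures ADP made by human IP6K1 during a 2 h RT reaction with ATP/IP6 (mix at 1.3 mM/130 uM); top library doses 57.5 and 19.1 uM final.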
SNCA expr inhib: reduces expression of the alpha-synuclein gene; HEK-293 SNCA-luciferase knock-in, luminescence, 24 h; Potency, µM (highest dose often 57.2 µM), for inactives: top-dose activity change, negative = inhibition, usual class: inhibitors; 140,000 compounds, 0.17% hits;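 note: potency is the fitted concentration of half-maximal effect; plate controls were DMSO cells for no effect and cell-free wells for full effect; nearly all actives have a fitted effect of over 45% in size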
FLuc inh: blocks purified firefly luciferase enzyme activity; P08659; purified P. pyralis luciferase, luminescence, biochemical; Potency, µM (titrated, usually from 115 µM), inactives show top-dose activity change, negative = inhibition, hits mostly inhibitors; 76,000 compounds, 2.5% hits; note: potency is the fitted concentration of half-maximal effect; nearly all actives have a fitted effect of over 65% in size
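Luminescence read by CCD imaging after purified firefly luciferase (10nM final) was added to substrate buffer holding 10uM D-luciferin and 10uM ATP, pH 7.5, pre-dosed with compound.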
NIH3T3 tox: cytotoxic compounds in NIH 3T3 cells. 94,000 compounds, 4.3% hits. AID 1345082. Potency, µM (series often up to 96.7 µM), without a hit: at the highest dose activity change, negative = cytotoxicity, most hits filed as inhibitors. NIH 3T3 viability, CellTiter-Glo ATP luminescence, 48-72 h; note: potency is the fitted concentration of half-maximal effect; nearly all actives have a fitted effect of over 55% in size
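Mouse fibroblast NIH 3T3 cells, 400 per well, received compound via pintool and were incubated for 48 or 72 hr prior to CellTiter-Glo ATP luminescence measurement.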
Active calls of the source: *; i = inactive; ? = inconclusive; / = no result given; [ ] = dose if it differs, or a comment. Unless noted, calls come from the whole dose curve; as a rule, active = well fitted curve in the direction sought with a large enough effect; inconclusive = small, poorly fitted or top-dose-only effect, or another doubt; inactive = no such curve, though single readings can be large; an effect the other way counts as inactive or inconclusive. Unless noted, % is set by controls: 0 for no effect and ±100 for the full control effect.

Value order – SNCA viab count, NIH3T3 tox, SNCA expr inhib, HEK cytotox, GPT2 inh, IP6K1 inh, FLuc inh
> CCN(CC)CCCNC(=O)c1ccc2c(Cl)c3c(nc2c1)CCCC3
    -24%, /, ?, /, /, 19, /
> COc1ccccc1C(C(=O)O)N1CCC(OCc2cccnc2)CC1 (centres undefined)
    5%, i, 7%, 4%, 1%, -2, -1%
> C=CCNC(=O)N1CCC(O)(c2csc(CN3CCN(c4ccccn4)CC3)n2)CC1
    1%, -7%, -18%, -3%, ?, 4, 3%
> O=C(CC[C@@H]1CNC(=O)[C@@H]2C[C@H](NC(=O)Nc3cccc(Cl)c3)CN12)NCc1cccs1
    5%, -5%, 9%, 0%, i, 9, 12%
> O=C1CN(Cc2ccc(-c3cc(F)cc(F)c3)cc2)CCN1c1nccc(Cl)n1
    0%, ?, 36%[activator], 45µM*, -4%, -17, -14%
> CN(C)c1ccc(NC(=O)c2ccc3c(c2)N(C)C2CCCCN2C3=O)cc1 (centres undefined)
    -27%[12.5 µM], ?, 87%[activator], ?, ?, 6, 2.8µM*
> Cc1cccc(OCCc2noc(C3CN(C(=O)CCC4CCCC4)C3)n2)c1
    -9%, ?, -11%, ?, 3%, 6, -4%
> Cc1cccc(CC(=O)NC2CCN(c3cc(-c4cccs4)[nH]n3)C2)c1 (centres undefined)
    -14%, ?, 5%, 35µM*, ?, 6, 4%
> COCCNC(=O)c1cc(-c2ccc(OC)cc2)nc2onc(C3CCNC3)c12 (centres undefined)
    -3%, -16%, 12%, -27%, 1%, 0, /
> Cc1ccc(OCc2nnc(NC(=O)NCCc3cnc[nH]3)s2)cc1
    5%, ?, 10%, ?, i, 13, -16%
> Cc1ccccc1CN1C(=O)C(O)(CC(=O)c2ccccc2)c2cc(Cl)ccc21 (centres undefined)
    -26%, /, ?, /, /, 1, /
> COc1ccccc1C(=O)N1CCN(Cc2cc(=O)oc3cc(C)ccc23)CC1
    2%, /, -5%, /, /, 6, /
> Cc1ccc(C(=O)N2C[C@@H](Oc3cccnc3)C[C@H]2C(=O)N2CCCC2)s1
    -22%, ?, 17%, i, -9%, 4, 2%
> COc1ccccc1Cn1c(CNS(=O)(=O)c2ccc(CC(C)C)cc2)nc2cccnc21
    -22%, /, -25%, /, /, -1, /
> O=c1[nH]c(=O)c2ccccc2o1
    7%[23.9 µM], /, 13%[25.6 µM], /, ?, 38, /
> COc1ccc(CN2CCC3(CC2)C(=O)NCN3Cc2ccc(Cl)cc2)cc1
    6%, ?, -2%, 40µM*, 4%, -9, 8%
> O=C(NCCC1CCN(C(=O)Nc2cccc(F)c2)CC1)c1cccs1
    9%, -17%, 11%, -22%, -18%, -1, -17%
> CNC(=O)c1cc(S(=O)(=O)N2CCn3nc(CO)cc3C2)cs1
    -10%, -2%, -5%, 1%, -4%, 8, 0%
> O=C1NC(C(=O)N2CCN(Cc3ccccc3)CC2)CN1Cc1ccccc1 (centres undefined)
    8%, 3%, -1%, i, i, 13, 4%
> Cc1cccc(OCc2nc(CC(=O)Nc3ccc(C)c(C)c3)cs2)c1
    -4%, /, 3%, /, /, -12, /
> CC(C)NC(=O)C1CCCN(S(=O)(=O)c2ccc3c(ccn3C)c2)C1 (centres undefined)
    6%, /, 23%, /, /, 1, /
> Cc1cn(CCNC(=O)c2cn(C3CCC(N)CC3)nn2)nn1 (centres undefined)
    7%, i, 5%, ?, -8%, 9, ?
> Cc1cccc(C)c1NC(=O)N1CCC(C(N)=O)(N2CCCCC2)CC1
    -14%, /, 21%, /, /, -2, /
> CC(C)c1noc(-c2ccn3c(CNC(=O)c4ccc5ccccc5n4)nnc3c2)n1
    2%, 0%, 3%, -7%, i, 4, -2%
> CN1[C@@H](CCC(=O)N2CCOCC2)CNC(=O)[C@@H]2[C@H]1CCN2Cc1ccc(S(C)(=O)=O)cc1
    8%, i, 3%, 3%, 1%, -6, -6%
> CC(=O)Nc1ccc(NC(=O)CSc2nc3ccccc3nc2N2CCOCC2)cc1
    6%, /, 6%, /, /, 7, /
> COc1ccc(CN(C(=O)c2cc(=O)c3ccccc3o2)C2CCS(=O)(=O)C2)cc1OC (centres undefined)
    -10%, /, -7%, /, /, 64, /
> CCCCC1=NC2(CCCC2)C(=O)N1Cc1ccc(-c2ccccc2-c2nn[nH]n2)cc1
    -3%[23.9 µM], /, -13%[25.6 µM], /, i, 10, /
> COc1ccc(-c2cc(N3CCCN(C(=O)C4CCCC4)CC3)n[nH]2)cc1
    -9%, -18%, -14%, ?, ?, -3, ?
> CCOC(=O)Cc1csc(NC(=O)Cn2nc3c(cc2=O)CCCC3)n1
    -8%, i, -2%, 10%, -13%, 21, -8%
> Cc1ccccc1CN1c2ccccc2-c2nc(SCC(=O)NCc3ccccc3)ncc2S1(=O)=O
    14%, /, 70%[activator], /, /, 2, /
> O=C(CN1C(=O)NC2(CCCCC2)C1=O)NCc1ccccc1F
    6%, 2%, -9%, -7%, i, 8, 6%
> COc1ccccc1-c1ccc(CN2C3CCC2CN(C(=O)c2ccncc2)C3)cc1
    -4%, ?, 14%, ?, 4%, 19, /
> CN1CCNC(=O)C1CC(=O)O (centres undefined)
    3%, i, -4%, 12%, -2%, -9, 2%
> O=C(Cc1ccc(F)cc1)N1CCCC(c2nn(-c3ccc(Cl)cc3)c(=O)[nH]2)C1 (centres undefined)
    3%, ?, -11%, -8%, -2%, 13, -6%
> CCCn1c2ccccc2c2cnn(CC(=O)NCCc3cc(OC)ccc3OC)c(=O)c21
    4%, /, 1%, /, /, -5, /
> CN(CC1CCOC1)S(=O)(=O)c1ccc(F)cc1 (centres undefined)
    4%, 4%, ?, 3%, -4%, 11, -4%
> Cn1nccc1OCc1cn2c(=O)n(C)cc(-c3ccc(O)c(F)c3)c2n1
    1%[87.6 µM], ?, 57%[activator][87.6 µM], ?, i, -11, -17%[172 µM]
> COCc1ccc(C(=O)N[C@@H]2COCC[C@@H]2OCc2c(C)noc2C)o1
    -2%, -3%, 5%, -6%, i, -10, 9%
> O=S(=O)(NCc1ccccc1)N1CCCC1c1nc(-c2ccncc2)no1 (centres undefined)
    -3%, -30%, -7%, -34%, -12%, 12, 13%

In the list so far, 5 have a thiophene ring, fused or not:
Value order – SNCA viab count, NIH3T3 tox, SNCA expr inhib, HEK cytotox, GPT2 inh, IP6K1 inh, FLuc inh
> O=C(CC[C@@H]1CNC(=O)[C@@H]2C[C@H](NC(=O)Nc3cccc(Cl)c3)CN12)NCc1cccs1
    5%, -5%, 9%, 0%, i, 9, 12%
> Cc1cccc(CC(=O)NC2CCN(c3cc(-c4cccs4)[nH]n3)C2)c1 (centres undefined)
    -14%, ?, 5%, 35µM*, ?, 6, 4%
> Cc1ccc(C(=O)N2C[C@@H](Oc3cccnc3)C[C@H]2C(=O)N2CCCC2)s1
    -22%, ?, 17%, i, -9%, 4, 2%
> O=C(NCCC1CCN(C(=O)Nc2cccc(F)c2)CC1)c1cccs1
    9%, -17%, 11%, -22%, -18%, -1, -17%
> CNC(=O)c1cc(S(=O)(=O)N2CCn3nc(CO)cc3C2)cs1
    -10%, -2%, -5%, 1%, -4%, 8, 0%

The listing continues:
Value order – SNCA viab count, NIH3T3 tox, SNCA expr inhib, HEK cytotox, GPT2 inh, IP6K1 inh, FLuc inh
> O=S(=O)(c1cc(Br)c(Br)s1)N1CCN(c2ccccc2)CC1
    8%, /, 14%, /, /, -2, /
> CCC(c1ccccn1)N(C)C(=O)c1cc(COc2ccccc2)[nH]n1 (centres undefined)
    ?, ?, -20%, -18%, i, -1, -2%
> CCCCNC(=O)Cn1nc2n(c1=O)CCN(Cc1cccc(Cl)c1)C2=O
    -2%, i, 11%, 13%, i, 8, -7%
> O=C1Cc2c(-c3ccc(Oc4ccccc4)cc3)n[nH]c2CN1Cc1ccccc1F
    -4%[87.6 µM], ?, ?, ?, -7%[88.5 µM], 22, -1%[172 µM]
> COc1cc(/C=C(\C#N)C(=O)Nc2ccc(C)cc2)ccc1OCc1cc(=O)n2nc(C)sc2n1
    -1%, /, 0%, /, /, 0, /
> CC(C)OC(=O)[C@H](C)N[P@](=O)(OC[C@H]1O[C@@H](n2ccc(=O)[nH]c2=O)[C@](C)(F)[C@H]1O)Oc1ccccc1
    ?, /, 115%[activator], /, -1%, /, /
> CC#C[C@@H](CC(=O)O)c1ccc(OCc2ccc(CN3CCC4(C=Cc5ccccc54)CC3)s2)cc1
    -16%, /, /, /, ?, 1, /
> CCOc1ccc2oc(=O)cc(CN3CCN(c4cc(C)ccc4C)CC3)c2c1
    0%, /, 3%, /, /, -19, /
> Cn1nc(-c2ccncc2)cc1NC(=O)C(C)(C)C
    1%[87.6 µM], -34%[138 µM], 24%[87.6 µM], -13%[172 µM], 1%[88.5 µM], -7, /
> Cc1ccc(OCC(=O)Nc2nnc(SCc3cc(=O)n4cc(C)ccc4n3)s2)cc1
    23%, /, 14%, /, /, -15, /
> CNC(=O)[C@@H]1C[C@@H](O)CN1C1CCN(C(=O)c2nn(C)c3ccccc23)CC1
    -2%, 0%, 16%, i, i, 8, 2%
> O=C(O)[C@H](Cc1c[nH]c2ccccc12)N1C(=O)c2ccccc2C1=O
    4%[87.6 µM], /, 51%[87.6 µM], /, 1%[88.5 µM], /, /
> Cc1ccc(C(=O)N2CCC3(CC2)N=C(c2ccccc2)NO3)s1
    -8%, 4%, 0%, 3%, i, -5, 7%
> CSCC(=O)N[C@H]1CCN2C(=O)c3cc(-c4cccc(C(F)(F)F)c4)ccc3NC(=O)[C@H]12
    -5%, ?, -8%, ?, -30%, -2, -15%
> COC(=O)c1sccc1S(=O)(=O)N(CC(=O)Nc1c(C)cccc1C)c1ccc(C)c(C)c1
    ?, /, -9%, /, /, -9, /
> Cc1ccc(NC(=O)CSc2nc3ccccc3nc2Cc2ccccc2F)cc1F
    ?, /, -13%, /, /, -13, /
> CN(C)C(=O)CCc1ccc2c(c1)CN(Cc1cn[nH]c1-c1ccc(F)cc1)CCO2
    -20%, ?, -9%, ?, -9%, -13, /
> CC(NC(=O)Cc1cccn1-c1cccc(Cl)c1)c1ccccn1 (centres undefined)
    6%, -8%, 5%, ?, i, 19, 7%
> NC(=O)[C@H](Cc1cccs1)NC(=O)[C@@]1(O)C[C@@H](O)[C@H](O)[C@@H](NC(=O)CC2(CC(=O)O)CCCC2)C1
    -8%, -1%, -10%, -18%, 4%, 17, -6%
> Cc1cc(NS(=O)(=O)c2ccc3oc(=O)c4ncn(C)c4c3c2)ccc1Br
    ?, /, ?, /, /, 0, /
> Cc1cn2c(=O)cc(COC(=O)c3cccc(NC(=O)COc4ccccc4C)c3)nc2s1
    ?, /, -11%, /, /, 14, /
> O=C(NC1CCCCCC1)c1ccc2oc(-c3ccnc(Cl)c3)nc2c1
    9%, -20%, 26%, ?, -7%, 12, /
> CCn1nccc1C(=O)N1CCCN(S(=O)(=O)c2ccccc2)CCC(=O)NCC1
    0%, -3%, -17%, -6%, i, 8, -3%
> CC1=C(C(=O)OCc2ccc(C)cc2)C(c2cccc(F)c2F)CC(=O)N1 (centres undefined)
    0%, /, 3%, /, /, 8, /
